Screening data (PubChem)
WT yeast gro inh: growth inhibition of WT strain, primary screen, mitochondrial fusion inhibitor project, WT and mutant strains, chemical genetic | mitochondrial fusion phenotypic screen | inhibition, % at 10 µM | 190,000 compounds, 2.1% hits | AID 1362, 2008; in the data active = inhibition above about 58%; tested in S. cerevisiae
XIAP displacement: XIAP antagonists, biochemical, IAP family, fluorescence polarization (AID 1018) | displacement, % at 20 µM, or IC50 in µM where a hit was titrated | XIAP BIR domain, fluorescence polarization peptide displacement; higher % means a stronger effect | 200,000 compounds, 0.007% hits | E3 ubiquitin-protein ligase XIAP (Homo sapiens); in the data active = displacement above about 50%; also: a part of the inactive calls stands beside numbers as strong as those of hits
human PMI inhibition: inhibitors of human PMI, primary screen, biochemical, fluorescence intensity, coupled assay (AID 1209). Mannose-6-phosphate isomerase (Homo sapiens). purified PMI enzyme, coupled fluorescence intensity; higher % means a stronger effect. inhibition, % at 20 µM; hits with a dose series show IC50 in µM. 190,000 compounds, 0.42% hits;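 also: plate controls were DMSO vehicle for no effect and wells lacking substrate for full effect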
TNAP activation fold: human TNAP enzyme activators, primary screen, biochemical, luminescent, no phosphate acceptor, uHTS (AID 1001); Alkaline phosphatase, tissue-nonspecific isozyme (Homo sapiens); purified TNAP, luminescent activation assay, no phosphate acceptor; higher activation fold means a stronger effect; one-dose activation fold at 20 µM; EC50 in µM for titrated hits; 200,000 compounds, 0.03% hits; in the data active = activation fold from about 3, or a potency from the dose series; inactive = the rest, 99 in 100 with activation fold below about 1.6; also: many of its hits are not listed in these tables
human PMI inhibitors: human PMI inhibitors, high substrate, primary screen, biochemical, fluorescence intensity, high mannose 6-phosphate (AID 1220) | Mannose-6-phosphate isomerase (Homo sapiens) | 190,000 compounds, 0.66% hits | recombinant PMI enzyme, coupled fluorescence intensity; higher % means a stronger effect | inhibition, % at 20 µM, or IC50 in µM where a hit was titrated
Salmonella PhoP GFP: inhibitors of PhoP regulon expression, primary screen, Salmonella Typhimurium, GFP reporter (AID 1863) | S. Typhimurium PhoP-regulated promoter GFP reporter, 4 h; higher % means a stronger effect | one-dose inhibition, % at 50 µM; IC50 in µM for titrated hits | 300,000 compounds, 0.16% hits;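 active = inhibition over 29.93%, a cutoff 3 SD above the screen mean, later confirmed by dose response; inconclusive = inhibition over 29.93% but no dose response follow-up; inactive = inhibition at most 29.93% or unconfirmed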;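 also: 0% = low Mg2+ inducing control and 100% = high Mg2+ repressing control; strong numbers were not always called active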
Siah-1 displacement: Siah-1 peptide-binding antagonists, primary screen, biochemical, fluorescence polarization, rhodamine-plectin, uHTS (AID 1817); displacement, % at 20 µM, or IC50 in µM where a hit was titrated; E3 ubiquitin-protein ligase SIAH1 (Homo sapiens); Siah-1 / rhodamine-plectin peptide fluorescence polarization; higher % means a stronger effect; 290,000 compounds, 0.02% hits;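 active = displacement of at least 50% at 20 µM, with a fluorescence ratio check between 0.3 and a set limit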;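 also: plate controls were Siah plus tracer with DMSO for no effect and tracer alone without Siah for full effect; strong numbers were not always called active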
RSV CPE inhibition: RSV antiviral activity via CPE protection, HEp-2 cells, primary 10 µM value included (AID 2391); HEp-2 cells, RSV-induced CPE inhibition; higher % means a stronger effect; one-dose CPE inhibition, % at 10 µM; IC50 in µM for titrated hits; 310,000 compounds, 0.13% hits; in the data active = a potency from the dose series; inconclusive = CPE inhibition mostly from about 23% at the one dose, without a potency; inactive = the rest, 99 in 100 with CPE inhibition below about 21%; also: strong numbers were not always called active
Myeloid diff MLP: induction of myeloid progenitor differentiation, primary screen, cell-based, flow cytometry, MLPCN library. calls only at 10 µM. AID 624256, 2012. 360,000 compounds, 1% hits. ER-HoxA9 myeloid progenitors, lysozyme-GFP differentiation;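 active = normalized GFP-positive differentiation at or above the plate's own cutoff, the solvent-only control mean plus 3 SD; inconclusive = no clear call, values can overlap the other calls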;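 also: cells exposed to compound for four days before flow analysis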
WT yeast gro inh mutant strain: second read-out of WT yeast gro inh, no call of its own (marks repeat the call); inhibition, %; mitochondrial fusion phenotypic screen, mutant strain inhibition
Myeloid diff MLP GFP+ MAC1+ %: further read-out of Myeloid diff MLP, marked with its call; GFP+ MAC1+ double positive, %; measured here: differentiation confirmed by MAC1 staining
The depositor's hits bear a star; i = inactive; ? = inconclusive; . = no result given. Rule as the data show it, unless noted: active = inhibition above about 50%; inactive = the rest.

SMILES	WT yeast gro inh	WT yeast gro inh mutant strain	XIAP displacement	human PMI inhibition	TNAP activation fold	human PMI inhibitors	Salmonella PhoP GFP	Siah-1 displacement	RSV CPE inhibition	Myeloid diff MLP	Myeloid diff MLP GFP+ MAC1+ %
CC(=O)c1ccc(OCc2cc(C(=O)N3CCN4CCCC4C3)no2)cc1 (stereo not given)	.	.	.	.	.	.	-2%	4%	-0.5%	i	1.2
CCC(C)[C@H](NC(=O)NCCCOC(C)C)C(=O)OC (stereo not given in full)	.	.	.	.	.	.	-3%	-4%	3.0%	i	0.2
CC(=O)NC1=NN(C(C)=O)C(C)(c2ccc(C)o2)S1 (stereo not given)	11	18	-5.1%	14%	1.1	15%	.	-2%	-0.4%	i	0.1
CCC(=O)N1CCc2cc(S(=O)(=O)NCCC(=O)N3CCN(c4ccccn4)CC3)ccc21	-1	-12	-5.9%	1%	1.1	2%	9%	0%	0.0%	i	0.7
Cc1ccc(CNC(=O)CS(=O)(=O)Cc2nc(-c3ccc(C)cc3)oc2C)cc1	.	.	.	.	.	.	6%	1%	-1.6%	?	.
COC(=O)/C(=C/c1c[nH]c2ccccc12)NC(C)=O	-18	-22	-5.1%	7%	1	5%	-13%	2%	-0.2%	i	0.3
C=CCn1c(COc2ccccc2)nnc1SC(C)C(=O)N/N=C/c1cc(Cl)ccc1O (stereo not given)	-17	-13	0.1%	6%	1	4%	-2%	-1%	16%	i	1.2
CCCNC(=O)Cn1c2ccccc2c2nc(=O)cc(C)n21	-7	-7	-5.2%	4%	1.1	2%	-10%	-2%	1.6%	i	2.0
O=c1c2sccc2[nH]c(=S)n1Cc1ccccc1	-8	0	-4.4%	-2%	1.1	-10%	-3%	-3%	2.8%	i	0.5
COc1ccc(C)cc1S(=O)(=O)N1CCN(S(=O)(=O)c2cc(C)ccc2OC)CC1	16	0	-5.9%	18%	1.1	10%	-3%	0%	3.0%	i	0.8
CC(=O)Oc1ccc(NC(=O)CSc2ccccc2)cc1	15	12	-9.6%	11%	1.1	5%	-2%	-3%	1.6%	i	8.4
O=C(CN1CCN(c2ccccc2O)CC1)Nc1cccnc1Cl	9	-13	-7.2%	-1%	1.1	15%	-2%	1%	-1.9%	i	0.4
S=C(Nc1ccc2c(c1)OCO2)NC1CCN(Cc2ccccc2)CC1	19	26	-3.9%	12%	1	7%	0%	3%	0.1%	i	2.6
COCC(=O)N1CCC(n2nnc3cc(F)ccc32)CC1	4	0	-1.3%	10%	1.1	8%	-5%	4%	-1.0%	i	1.8
Cc1ccc(C(=O)O/N=C2\CCSc3ccc(C)cc32)cc1	34	3	-4.8%	12%	1.1	12%	-8%	6%	1.7%	i	0.5
COc1ccc(-c2cc(C(=O)Nc3ccc(Br)cc3)no2)cc1	.	.	.	.	.	.	4%	18%	1.4%	i	0.3
O=C(c1cn(-c2ccccc2)nc1-c1cccs1)N(CCO)Cc1ccccc1	-3	3	-0.3%	12%	1.1	2%	-3%	2%	14%	i	0.9
O=C1C(Cl)=C(N2CCCCC2)C(=O)N1c1ccccc1Cl	-13	7	-2.7%	16%	1.1	16%	16%	8%	0.8%	i	5.5
O=C(NCc1cccnc1)c1ccc(-c2ccc(Cl)cc2)o1	4	-13	-4.2%	5%	1.1	8%	-4%	3%	4.0%	i	0.3
O=C1C=C(NCCc2ccccc2)C2(CCCCC2)O1	-21	-8	-1.7%	-6%	0.9	-9%	-9%	2%	0.5%	i	0.3

Fetched one by one from the entries so far (2):
SMILES	WT yeast gro inh	WT yeast gro inh mutant strain	XIAP displacement	human PMI inhibition	TNAP activation fold	human PMI inhibitors	Salmonella PhoP GFP	Siah-1 displacement	RSV CPE inhibition	Myeloid diff MLP	Myeloid diff MLP GFP+ MAC1+ %
COc1ccc(C)cc1S(=O)(=O)N1CCN(S(=O)(=O)c2cc(C)ccc2OC)CC1	16	0	-5.9%	18%	1.1	10%	-3%	0%	3.0%	i	0.8
CC(=O)c1ccc(OCc2cc(C(=O)N3CCN4CCCC4C3)no2)cc1 (stereo not given)	.	.	.	.	.	.	-2%	4%	-0.5%	i	1.2

Remaining list, next part.
SMILES	WT yeast gro inh	WT yeast gro inh mutant strain	XIAP displacement	human PMI inhibition	TNAP activation fold	human PMI inhibitors	Salmonella PhoP GFP	Siah-1 displacement	RSV CPE inhibition	Myeloid diff MLP	Myeloid diff MLP GFP+ MAC1+ %
Cc1ccc(-n2ncc3c(SCc4ccccc4)ncnc32)cc1	52	19	-11%	14%	1.1	3%	21%	4%	-1.6%	i	0.5
CCOC(=O)c1c(S(=O)(=O)NCC(=O)N2CCN(c3cccc(OC)c3)CC2)c(C)n(C)c1C	.	.	.	.	.	.	-1%	13%	4.6%	i	2.1
COc1ccc2cc(S(=O)(=O)N3CCCCC3)ccc2c1S(=O)(=O)N1CCCCC1	13	7	1.0%	8%	1	9%	3%	1%	1.2%	i	1.2
Nc1nc(NCCO)nc(NCc2ccccc2)c1[N+](=O)[O-]	.	.	.	.	.	.	13%	-3%	0.4%	i	0.6
CCCOc1ccc(C2=CSC3=NCCN23)cc1Cl	.	.	.	.	.	.	-4%	-1%	0.7%	i	0.8
COC(=O)c1cccc(S(=O)(=O)N2CCN(c3nc4ccccc4s3)CC2)c1	8	16	-9.0%	19%	1.1	19%	-7%	1%	0.0%	i	4.8
COc1ccccc1CNC(=O)c1ccccc1C(=O)NC(CC(C)C)C(=O)NCc1ccccc1OC (stereo not given)	.	.	.	.	.	.	-1%	16%	-0.9%	i	3.6
Cc1ccc(Oc2ccc(S(=O)(=O)NCC(C)(C)N3CCOCC3)cc2)cc1	.	.	.	.	.	.	9%	-1%	10%	i	0.7
Cc1ccccc1N1C(S)=C(C#N)C(=O)NC12CCCCC2	4	2	-1.1%	16%	1	5%	5%	-22%	3.4%	i	2.3
CC(C)Cn1c(Br)nc2c1c(=O)n(CCC#N)c(=O)n2C	-6	-26	6.5%	-1%	1.1	-2%	17%	-3%	0.1%	i	0.5
CCOC(=O)CC(NC(=O)Cn1nnc(-c2ccccc2F)n1)c1ccccc1Cl (stereo not given)	-3	-13	-2.5%	0%	1.1	0%	-5%	0%	-1.4%	i	0.5
CCOC(=O)C1CCCN(C(=O)N2CCOCC2)C1 (stereo not given)	2	-2	-1.6%	-10%	1.2	-9%	0%	0%	7.1%	i	1.9
CCc1nn(CC(=O)NCCCN2CCOCC2)c(=O)c2cc3cc(F)ccc3n12	.	.	.	.	.	.	-7%	-2%	0.4%	i	0.7
O=C(c1ccco1)N1CCN(c2ncnc3c2nnn3Cc2ccccc2Cl)CC1	17	-6	-2.7%	-11%	1	-4%	-3%	-3%	1.5%	i	0.5
O=C(CNCCc1ccc(F)cc1)Nc1cc(F)ccc1F	.	.	.	.	.	.	6%	3%	1.0%	i	0.8
Cc1cccc(N(CC(=O)N2CCN(c3ccccc3F)CC2)S(C)(=O)=O)c1	-8	-2	1.7%	-10%	1	0%	-2%	-2%	2.0%	i	0.1
CSc1nsc(SCC(=O)Nc2ccc(F)cc2)n1	.	.	.	.	.	.	2%	8%	1.0%	i	0.5
COc1cc(/C=C/c2ccc3cccc(O)c3n2)ccc1O	.	.	.	.	.	.	14%	8%	-0.4%	i	1.2
CCOC(=O)c1c(C)[nH]c(C(=O)Cn2c(=O)c3c(ncn3CC)n(Cc3ccccc3)c2=O)c1C	-16	2	-2.6%	13%	1.1	16%	-3%	5%	6.4%	i	1.1
CC1Sc2ccc(Cl)cc2-c2nc(N)ncc21 (stereo not given)	-2	-2	3.1%	6%	1	11%	5%	-8%	11%	i	0.4

Quoted from the listing:
Result of CCCOc1ccc(C2=CSC3=NCCN23)cc1Cl in RSV CPE inhibition: 0.7%
Result of CCCNC(=O)Cn1c2ccccc2c2nc(=O)cc(C)n21 in Salmonella PhoP GFP: -10%

(further entries)
SMILES	WT yeast gro inh	WT yeast gro inh mutant strain	XIAP displacement	human PMI inhibition	TNAP activation fold	human PMI inhibitors	Salmonella PhoP GFP	Siah-1 displacement	RSV CPE inhibition	Myeloid diff MLP	Myeloid diff MLP GFP+ MAC1+ %
COc1cc2c(cc1OC)C(c1ccc(-c3ccc(Cl)c(Cl)c3)o1)=NCC2	75	77	-14%	-11%	0.9	-17%	-10%	-1%	1.6%	i	2.4
CCOc1ccc(CCNC(=O)C2CCN(S(=O)(=O)N3CCCCC3)CC2)cc1OCC	-3	-11	-33%	-6%	1.1	-6%	-11%	-8%	3.9%	i	0.4
CCc1c(-c2ccccc2)nc2nc(C)c(C)nn12	-8	11	-3.2%	-40%	1.5	-60%	3%	1%	5.1%	i	2.6
O=C(Nc1ccccc1C(=O)NCC1CCCO1)c1ccc(Cl)cc1Cl (stereo not given)	6	-25	-4.5%	-2%	1.1	-4%	-5%	-1%	0.4%	i	1.5
CCOc1cccc(/C=N/Nc2nc(N3CCCC3)nc(N3CCCC3)n2)c1O	.	.	.	.	.	.	5%	-2%	1.6%	i	0.3
COc1cccc(CC2(CO)CCN(Cc3ccc4cccc(F)c4n3)CC2)c1	-7	-3	-3.5%	15%	1	13%	0%	4%	-1.0%	i	0.1
COc1cc(C(=O)OCC(=O)Nc2ccc(OC(F)F)cc2)cc(OC)c1OC	.	.	.	.	.	.	1%	0%	4.0%	i	0.3
Cn1ccsc1=NC(=O)c1ccc(Cl)c([N+](=O)[O-])c1	.	.	.	.	.	.	-2%	8%	-1.2%	i	0.5
Nc1nc(SCC(=O)c2c(N)n(Cc3ccccc3)c(=O)[nH]c2=O)n[nH]1	.	.	.	.	.	.	-1%	-4%	-1.7%	i	1.1
COc1ccc(C(=O)C2CCCN(Cc3sc(N4CCCC4)nc3Cl)C2)c(OC)c1 (stereo not given)	5	-6	11%	21%	1.1	16%	-4%	2%	20%	i	0.2
C#Cc1ccc(CN2CCN(Cc3ccsc3)C(CCO)C2)cc1 (stereo not given)	-18	-16	-11%	-11%	1.1	-14%	.	-3%	-1.9%	i	0.1

Filtered by structure: the compounds so far with a furan ring, fused or not (4)
SMILES	WT yeast gro inh	WT yeast gro inh mutant strain	XIAP displacement	human PMI inhibition	TNAP activation fold	human PMI inhibitors	Salmonella PhoP GFP	Siah-1 displacement	RSV CPE inhibition	Myeloid diff MLP	Myeloid diff MLP GFP+ MAC1+ %
CC(=O)NC1=NN(C(C)=O)C(C)(c2ccc(C)o2)S1 (stereo not given)	11	18	-5.1%	14%	1.1	15%	.	-2%	-0.4%	i	0.1
O=C(NCc1cccnc1)c1ccc(-c2ccc(Cl)cc2)o1	4	-13	-4.2%	5%	1.1	8%	-4%	3%	4.0%	i	0.3
O=C(c1ccco1)N1CCN(c2ncnc3c2nnn3Cc2ccccc2Cl)CC1	17	-6	-2.7%	-11%	1	-4%	-3%	-3%	1.5%	i	0.5
COc1cc2c(cc1OC)C(c1ccc(-c3ccc(Cl)c(Cl)c3)o1)=NCC2	75	77	-14%	-11%	0.9	-17%	-10%	-1%	1.6%	i	2.4
